From PubChem
TNAP inh no acc = human TNAP enzyme inhibitors, primary screen, biochemical, luminescent, no phosphate acceptor, uHTS; Alkaline phosphatase, tissue-nonspecific isozyme (Homo sapiens), P05186; purified TNAP, CDP-star luminescence, 30 min; inhibition, % at 20 µM; 0.26% of 200,000 active;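 active = tissue-nonspecific alkaline phosphatase inhibition above about 50% at 20 µM in the single-dose screen, limit read from the data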;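 note: 0% = DMSO negative control and 100% = EDTA positive control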
Target sequence (P05186 whole entry, looked up): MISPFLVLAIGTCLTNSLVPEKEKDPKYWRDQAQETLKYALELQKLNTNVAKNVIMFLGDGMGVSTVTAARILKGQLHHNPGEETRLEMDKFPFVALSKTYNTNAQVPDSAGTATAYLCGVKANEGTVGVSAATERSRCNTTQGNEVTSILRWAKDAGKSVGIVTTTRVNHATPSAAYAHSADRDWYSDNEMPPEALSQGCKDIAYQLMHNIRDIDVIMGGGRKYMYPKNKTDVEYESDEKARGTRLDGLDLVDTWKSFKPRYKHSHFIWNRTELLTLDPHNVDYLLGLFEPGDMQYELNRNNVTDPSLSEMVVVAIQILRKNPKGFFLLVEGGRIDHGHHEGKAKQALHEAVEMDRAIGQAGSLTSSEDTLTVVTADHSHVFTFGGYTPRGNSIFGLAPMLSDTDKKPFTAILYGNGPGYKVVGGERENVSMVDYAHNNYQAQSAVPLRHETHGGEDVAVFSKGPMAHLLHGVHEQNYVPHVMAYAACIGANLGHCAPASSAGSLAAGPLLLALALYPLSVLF
bIAP act = bovine intestinal alkaline phosphatase activators, primary screen, biochemical, bovine IAP, CDP-star luminescence; AID 1016, 2008; activation factor at 20 µM; purified bovine IAP, 30 min; stronger effect = higher value; fold of DMSO-control signal, blank-subtracted; 0.17% of 200,000 active; alkaline phosphatase, intestinal [Bos taurus];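 active = activation factor of 2 or more at 20 µM, a signal rise over negative controls twice the positive control's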
Efa HMGR inh = inhibitors of E. faecalis class II HMGR, primary screen, biochemical, Enterococcus faecalis; HMG-CoA reductase (Enterococcus faecalis, mvaE); 0.41% of 190,000 active; purified E. faecalis HMGR, NADPH absorbance 340 nm kinetic; inhibition, % at 10 µM;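 active = inhibition above a set limit, the median over all tested compounds plus 3 SD, cut at about 9.5% in these data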;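 note: enzyme runs in reverse so mevalonate oxidation gives rising NADPH absorbance; 0% = complete reaction with DMSO and 100% = background rate lacking mevalonate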
TNAP inh hiacc = human TNAP enzyme inhibitors, primary screen, biochemical, luminescent, high phosphate acceptor level, uHTS | Alkaline phosphatase, tissue-nonspecific isozyme (Homo sapiens), P05186 | purified TNAP, CDP-star luminescence, 1 M DEA | inhibition, % at 20 µM | 0.03% of 200,000 active | AID 1135, 2008;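 active = over 50% inhibition of tissue-nonspecific alkaline phosphatase at 20 µM in the single-dose screen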;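 note: plate controls were DMSO wells for no effect and EDTA-quenched wells as full inhibition for full effect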
SRC2 TRFRET art = TR-FRET signal artefacts, primary screen, artefact control for PPARgamma SRC-2 agonist project, biochemical; TR-FRET artefact counter-screen; stronger effect = higher value; TR-FRET ratio at 8 µM; 0.4% of 200,000 active; AID 1049, 2008; in the data active = TR-FRET ratio above about 2000; note: inactives centre near 1500
PPARg SRC2 recr = agonists of PPARg-SRC-2 recruitment, primary screen, biochemical, HTS; Peroxisome proliferator-activated receptor gamma (Homo sapiens), P37231; PPARgamma LBD-SRC-2 recruitment; activation, % at 8 µM; 0.34% of 200,000 active; AID 1032, 2008; in the data active = activation above about 22%;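 note: 0% = vehicle and 100% = reference agonist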
Target sequence (P37231 whole entry, looked up, the tested form may be a part): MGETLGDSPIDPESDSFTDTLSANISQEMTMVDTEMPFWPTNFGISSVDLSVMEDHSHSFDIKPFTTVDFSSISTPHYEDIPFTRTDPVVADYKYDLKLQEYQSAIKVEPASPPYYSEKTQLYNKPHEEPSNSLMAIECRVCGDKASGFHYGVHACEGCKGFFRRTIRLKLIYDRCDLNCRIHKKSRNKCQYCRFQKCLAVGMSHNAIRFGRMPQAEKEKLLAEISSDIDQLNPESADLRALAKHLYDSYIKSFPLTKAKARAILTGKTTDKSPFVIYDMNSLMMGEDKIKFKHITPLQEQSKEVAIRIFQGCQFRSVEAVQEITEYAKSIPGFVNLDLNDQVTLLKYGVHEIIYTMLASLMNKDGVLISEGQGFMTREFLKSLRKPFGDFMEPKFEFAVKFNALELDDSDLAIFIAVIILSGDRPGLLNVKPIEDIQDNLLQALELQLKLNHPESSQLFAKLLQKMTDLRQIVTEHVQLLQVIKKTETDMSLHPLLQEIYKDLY
PPARg SRC1 recr = PPARgamma agonists recruiting SRC-1 coactivator, primary screen, biochemical. Peroxisome proliferator-activated receptor gamma (Homo sapiens), P37231. PPARgamma-SRC-1 coactivator recruitment biochemical assay. activation, % at 8 µM. 0.41% of 200,000 active; in the data active = activation above about 19%;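 note: 0% = DMSO and 100% = reference agonist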
TNAP act hiacc = TNAP activators at high phosphate acceptor level, primary screen, biochemical, luminescence, uHTS | Alkaline phosphatase, tissue-nonspecific isozyme (Homo sapiens), P05186 | purified TNAP, CDP-star luminescence, 1 M DEA, 30 min; stronger effect = higher value; 0 = EDTA background, 1 = DMSO-only activity | activation factor at 20 µM | 200,000 tested, under 10 active | AID 1136, 2008;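 active = activation factor at least 2 at 20 µM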
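Measured by: Luminescent substrate turnover signal | Test system: Human TNAP | Input: TNAP 1/800 final | Dosing: 20 µM single point | Schedule: 30 min, room temperature | Controls: EDTA wells as negative control, DMSO wells as positive control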
bIAP inh = bovine intestinal alkaline phosphatase inhibitors, primary screen, selectivity assay for TNAP inhibitor project, biochemical, bovine IAP, CDP-star luminescence. 190,000 tested, under 10 active. inhibition, % at 20 µM. purified bovine IAP, 30 min;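 active = over 50% inhibition of intestinal alkaline phosphatase at 20 µM in the single-dose screen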
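Incubation: 30 min reaction at room temperature / Material: purified bovine intestinal alkaline phosphatase (IAP) enzyme / Input: enzyme at 1/65,000,000 dilution / Dosing: 20 µM single dose / Signal: CDP-star luminescence signal / Reagent: CDP-star chemiluminescent phosphatase substrate, 30 µM final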
PPARg SRC3 recr = PPARgamma agonists recruiting SRC-3 coactivator, primary screen, biochemical; Peroxisome proliferator-activated receptor gamma (Homo sapiens), P37231; activation, % at 8 µM; biochemical PPARgamma/SRC-3 coactivator recruitment assay; AID 731, 2007; 0.26% of 200,000 active; in the data active = activation above about 23%;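 note: 0% = DMSO and 100% = reference agonist; some compounds past the cut are filed as inactive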
Active calls of the source: *; x = not tested or not shown; & = joins results of further samples.

SMILES	TNAP inh no acc	bIAP act	Efa HMGR inh	TNAP inh hiacc	SRC2 TRFRET art	PPARg SRC2 recr	PPARg SRC1 recr	TNAP act hiacc	bIAP inh	PPARg SRC3 recr
COc1ccc(NS(=O)(=O)c2ccc(C)c(NC(=O)NC3CCCCC3)c2)cc1	14	0.9	-4	-3	1634	-1	10	1	8	-6
COc1cccc2sc(NC(=O)c3ccc(Br)s3)nc12	-17	0.9	-1	2	1483	3	6	1	11	5
CN(C)c1nc(N)nc(CSc2nc3c(c(=O)n(C)c(=O)n3C)n2Cc2ccccc2F)n1	-2	0.9	-10	3	1591	1	9	1	5	1
CCOC(=O)C1(CCOc2ccccc2)CCN(Cc2ccncc2)CC1	-4	1.1	-3	-2	1707	7	6	1	-6	-2
CSCCC(NC(=O)COc1ccccc1)C(=O)OCC(=O)c1cc2ccccc2o1 (stereo not drawn)	-12	0.8	-1	-7	1641	4	6	1.1	20	5
Cc1[nH]c2ccccc2c1SCCNC(=O)c1ccc(Br)o1	-5	0.9	6	-2	1449	4	-1	1	14	-13
CC1(C)CC(=O)C=C(Nc2ccc(F)cc2F)C1	-12	1	-3	-7	1355	-1	-4	1.1	-2	6
Cn1c(-c2ccccc2Br)n[nH]c1=S	x	x	x	x	1614	12	6	x	x	3
COc1ccc2[nH]cc(CCNS(=O)(=O)c3ccc(NC(C)=O)cc3)c2c1	-8	1.1	-1	-3	1413	-4	-3	1	-11	2
N/C(=N\OC(=O)Cc1ccc([N+](=O)[O-])cc1)c1cccc(Br)c1	-4	1	-1	-6	1550	1	0	1.1	2	4
Cc1ccccc1C(=O)N/C(=C/c1ccc(-c2cccnc2Cl)o1)C(=O)NCCCN1CCN(C)CC1	-11	1.1	1	-6	1540	9	2	1.1	-12	6
O=C(NNS(=O)(=O)c1ccccc1)c1ccncc1	-6	1	-1	-3	1593	11	-1	1	-3	-3
COc1ccc(/C=C2\SC(=O)N(CC(=O)NNC(=O)c3ccccc3O)C2=O)cc1OC	-138	0.9	0	7	1517	10	9	0.9	6	5
CCNc1sc(C(=O)c2cccs2)c(N)c1C#N	-7	0.8	-4	3	1471	-1	5	1	18	12
O=C(NCC(=O)N(Cc1ccco1)C(C(=O)NC1CCCC1)c1cccnc1)c1ccco1 (stereo not drawn)	x	x	3	x	1487	-2	2	x	x	11
CC(C)Oc1ccc(C(=O)Nc2ccc(Cl)c(S(=O)(=O)Nc3ccc(Cl)cc3)c2)cc1	-8	0.7	-1	-5	1492	10	-2	1.1	26	7
COc1ccc(C(=O)N(NC(=O)Oc2ccccc2)C(C)(C)C)cc1	-8	0.1	-5	-4	1419	-1	-8	1	x	-2
CS(=O)(=O)N(CC(=O)NCCC1=CCCCC1)c1cccc([N+](=O)[O-])c1	0	1	3	1	1338	1	9	1	0	4
Cc1cccc(NS(=O)(=O)c2cc(C(=O)N3CCc4ccccc4C3)ccc2Cl)c1C	4	1	-4	-1	1411	7	3	1	1	1
O=C(NC1CCCCC1)C(c1ccc(F)cc1)N(Cc1ccccc1)C(=O)CN1C(=O)c2ccccc2S1(=O)=O (stereo not drawn)	-11	0.8	-2	0	1657	-1	0	1	18	3
CSCCC1C(C#N)=C(N)Oc2n[nH]c(-c3cccs3)c21 (stereo not drawn)	9	0.9	-4	0	1617	-1	1	1	7	-3
COC(=O)Cc1c(C)c2ccc(OCC(C)=O)c(C)c2oc1=O	-7	1	0	1	1475	3	1	1	2	7
Cc1nn(CCO)c2c1C(=O)CCC2	-5	1	-4	3	1566	12	4	1	0	9
COc1cc2c(cc1OC)CN(C(=O)CSc1nnc(C)s1)CC2	-9	1	-3	-6	1636	10	1	1.1	3	-4

Some of these compounds in order of number of heavy atoms, low to high:
SMILES	TNAP inh no acc	bIAP act	Efa HMGR inh	TNAP inh hiacc	SRC2 TRFRET art	PPARg SRC2 recr	PPARg SRC1 recr	TNAP act hiacc	bIAP inh	PPARg SRC3 recr
COC(=O)Cc1c(C)c2ccc(OCC(C)=O)c(C)c2oc1=O	-7	1	0	1	1475	3	1	1	2	7
COc1ccc(C(=O)N(NC(=O)Oc2ccccc2)C(C)(C)C)cc1	-8	0.1	-5	-4	1419	-1	-8	1	x	-2
CC(C)Oc1ccc(C(=O)Nc2ccc(Cl)c(S(=O)(=O)Nc3ccc(Cl)cc3)c2)cc1	-8	0.7	-1	-5	1492	10	-2	1.1	26	7
COc1ccc(/C=C2\SC(=O)N(CC(=O)NNC(=O)c3ccccc3O)C2=O)cc1OC	-138	0.9	0	7	1517	10	9	0.9	6	5
O=C(NCC(=O)N(Cc1ccco1)C(C(=O)NC1CCCC1)c1cccnc1)c1ccco1 (stereo not drawn)	x	x	3	x	1487	-2	2	x	x	11

The list goes on.
SMILES	TNAP inh no acc	bIAP act	Efa HMGR inh	TNAP inh hiacc	SRC2 TRFRET art	PPARg SRC2 recr	PPARg SRC1 recr	TNAP act hiacc	bIAP inh	PPARg SRC3 recr
COC(=O)c1cc(OC)c(OC)cc1NC(=O)c1cc(-c2ccccc2)nc2ccccc12	-15	0.8	0	-6	1431	8	-2	1.1	16	-3
O=C(c1ccc2ccccc2c1)N1CCN(c2ccccc2)CC1	-10	0.9	-4	-3	1531	-4	3	1	11	9
O=C(N/N=C/c1ccncc1)c1ccccc1OCc1ccc(Br)cc1	-4	1	-8	-2	1694	1	-4	1	2	-6
O=C(O)CCSc1ccc([N+](=O)[O-])cc1[N+](=O)[O-]	-5	1	-1	-7	1430	-1	8	1.1	0	2
O=C(CCn1c(=O)[nH]c2ccccc2c1=O)NCCSCc1ccccc1	-4	1.1	-3	0	1312	-5	7	1	-14	-1
Cc1cc(N2CCOCC2)nc(NCc2ccccc2)n1	-9	1.1	0	-2	1536	13	0	1	-13	-2
Cc1cccc(NC(=O)c2ccc(C3SCC(=O)N3CCc3ccccc3)cc2)c1 (stereo not drawn)	-3	0.9	0	4	1680	-3	3	1	11	1
Cc1cccc(/C=C/c2nc3ccccc3c(=O)[nH]2)c1	-9	0.9	-2	-5	1738	3	11	1.1	7	1
CC(=O)Nc1c(C(=O)N2CCCCCC2)cnn1-c1ccccc1	-9	0.9	-3	1	1357	4	3	1	7	0
COC(=O)Nc1ccc(S(=O)(=O)Nc2ncccn2)cc1	-5	1.1	-13	-1	1473	11	-2	1	-10	2
Cc1n[nH]c(=S)c2nn(-c3cccc(Cl)c3)c(C)c12	7	0.9	0	0	1441	6	2	1	14	-1
CC(C)[C@H](NC(=O)c1ccc(C(C)(C)C)cc1)C(=O)Nc1nnc(C2CC2)s1	-7	0.7	0	-7	1695	2	-1	1.1	32	2
Cc1ccc(C(=S)N2CCN(Cc3ccccc3)CC2)s1	-2	1	-2	4	1518	-6	-1	1	-2	2
CCOC(=O)c1sc2ncnc(NCC(c3cccs3)N(C)C)c2c1C (stereo not drawn)	-4	1.1	2	-3	1666	16	13	1	-15	19
O=C1C2=C(C(c3ccccc3)=NCCN2)C(c2cccc([N+](=O)[O-])c2)N1c1ccccc1 (stereo not drawn)	16	1.1	-2	6	1466	-7	4	0.9	-6	3
O=C(O)CCNC1C=CS(=O)(=O)C1 (stereo not drawn)	-4	1.1	-4	-6	1404	-5	7	1.1	-6	-6
O=c1[nH]c2ccccc2[n+]([O-])c1-c1ccccc1	-3	0.9	7	2	1448	7	6	1	6	6
Cc1ccc(S(=O)(=O)N2CCOC2CNC(=O)C(=O)NCc2cccnc2)cc1 (stereo not drawn)	-10	0.8	-5	-7	1413	5	2	1.1	19	6
CCOC(=O)c1[nH]c2ccc(Br)cc2c1NC(=O)CCN1CCCCC1	-8	1	0	-3	1595	17	4	1	0	6
CC(C)Cn1c(N)c(C(=O)COC(=O)c2cc(C3CC3)nc3ccccc23)c(=O)n(C)c1=O	-2	1.1	-7	2	1475	-4	-4	1	-12	-4
CCOc1cc(N2CCOCC2)c(OCC)cc1NC(=O)CN1C(=O)NC2(CCCCCCC2)C1=O	-10	1	-3	-2	1529	6	17	1	-5	7
CC1CN(C(=O)c2cnn3c(C(F)F)cc(-c4ccccc4)nc23)CC(C)O1 (stereo not drawn)	-9	1.1	0	-3	1530	-3	4	1	-6	-6
Cc1cc(NC(c2ccc(Cl)cc2)c2ccc3cccnc3c2O)no1 (stereo not drawn)	-19	1.2	2	-7	1529	1	-1	1.1	-24	-6
CC(Oc1ccccc1)C(=O)Nc1ccc(S(=O)(=O)N2CCOCC2)cc1 (stereo not drawn)	-1	1	5	-8	1491	-9	-5	1.1	2	-4
COc1ccc(N(CC(=O)NC(C)(C)C)S(=O)(=O)c2ccccc2)cc1OC	6	1	-2	-5	1526	6	4	1	1	6
CC(=O)c1ccc(NC(=O)c2ccc(NC(=O)CCS(=O)(=O)c3cccs3)cc2)cc1	-5	0.9	-16	-4	1746	7	1	1	12	4
CCOc1ccc(Nc2nc(Nc3ccc(O)cc3)nc(C)c2[N+](=O)[O-])cc1	-1	1	-1	1	1579	5	0	1	1	1
CC1=NN(c2ccccc2)C(=O)/C1=C/c1cc(C)n(C2CC2)c1C	-109	1	0	8	1502	3	3	0.9	1	2
CCOc1cccc(=O)c2c(C)n(-c3ccc(C(=O)O)cc3)c(C)c12	-1	1	-1	-1	1398	2	10	1	-3	1
Cc1ccccc1OCc1n(CC(=O)OC2CC(C)CCC2C(C)C)c2ccccc2[n+]1C (stereo not drawn)	0&-8	1&1	-4&-4	0&-8	1510&1519	0&11	-2&2	1&1.1	3&-2	-1&-2
COc1ccc(-c2nc3ccccc3s2)cc1	-4	0.9	-1	-4	1444	7	-2	1	7	-4
CCOc1cc(C(=O)NCc2ccc(-c3nc4ccccc4o3)cc2)cc(OCC)c1OCC	-9	1.1	5	2	1540	1	-3	1	-9	-4
Cc1cc(C)nc(N2CCCC(C(=O)NCCc3ccc(F)cc3)C2)n1 (stereo not drawn)	-15	1	-1	-11	1318	-5	-9	1.1	5	-8
CCCCc1ccc(NS(=O)(=O)c2cccs2)cc1	-9	0.9	-4	-2	1188	-12	-3	1	6	9
CC(C)(C)c1cc(N/C=C\c2nnnn2-c2ccc(Br)cc2)no1	2	1	-2	1	1519	3	2	1	1	-8
CCC(O)(CCN1CCCCC1)c1ccccc1 (stereo not drawn)	0	0.9	-1	-7	1471	2	1	1.1	8	6
CC(Sc1cccc(C(F)(F)F)c1)C(=O)NC(N)=O (stereo not drawn)	-2	1	-4	-6	x	x	x	1.1	-4	x

Compounds were not picked by outcome (roughly 1.6% active in at least one column).
